Screening data (PubChem BioAssay)
beta cell repl = inducers of MIN6 beta-cell proliferation, primary screen, ATP luminescence, uHTS | MIN6 cells proliferation, ATPlite luminescence, 48 h; cells starved in 0.2% serum; 100% = growth in 10% serum | proliferation, % at 10 µM | 330,000 tested, 0.29% active | AID 2380, 2010;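 active means compounds whose signal lies at least 3.5 SD above the mean of all wells on their plate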;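 further: 0% = DMSO-treated cells in low-serum medium and 100% = 10% serum control; some compounds called inactive have numbers as strong as hits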
SENP7 block = SENP7 protease inhibitors, primary screen, biochemical, luminescence, uHTS | Sentrin-specific protease 7 (Homo sapiens), Q9BQF6 | recombinant SENP7, Z-RLRGG-aminoluciferin luminescence, 40 min | inhibition, % at 5 µM | 330,000 tested, 1.5% active | AID 434973, 2010;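 active means inhibition above about 50% at the single test dose, limit read from the data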;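 further: plate controls were DMSO with enzyme for no effect and no enzyme buffer wells for full effect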
SENP8 block-1 = human SENP8 protease inhibitors, primary screen, biochemical, fluorescence, Nedd8 protein substrate, uHTS. Sentrin-specific protease 8 (Homo sapiens), Q96LD8. recombinant SENP8. inhibition, % at 20 µM. 360,000 tested, 0.64% active. AID 602440, 2012; in the data active means inhibition mostly above about 40%, no sharp cut-off; inactive means mostly below about 27%
Target sequence (Q96LD8 whole entry, looked up): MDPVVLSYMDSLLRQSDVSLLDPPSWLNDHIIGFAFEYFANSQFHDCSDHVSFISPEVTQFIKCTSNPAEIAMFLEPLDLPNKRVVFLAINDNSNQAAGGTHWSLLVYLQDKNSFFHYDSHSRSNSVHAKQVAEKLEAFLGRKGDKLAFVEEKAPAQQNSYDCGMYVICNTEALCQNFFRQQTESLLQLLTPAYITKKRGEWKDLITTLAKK
HKDC1 inh = HKDC1 hexokinase inhibitors, primary screen, biochemical, fluorescence, uHTS. Q2TB90. recombinant HKDC1, G6PDH/diaphorase resazurin coupled fluorescence. inhibition, % at 20 µM. 340,000 tested, 0.16% active;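 active means inhibition above about 35% when tested at 20 µM, limit read from the data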;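 further: plate controls were DMSO wells with enzyme for no effect and DMSO wells lacking enzyme for full effect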
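Test system: recombinant HKDC1 (HK5) hexokinase enzyme, produced in-house / Doses: 20 µM test compound, 1% DMSO / Timing: 90 min, room temperature / Detection: G6PDH/diaphorase-coupled fluorescence, 1 mM NADP, 100 µM resazurin, 525/613 nm / Control set: DMSO wells with and without enzyme mix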
SENP1 inh = human SENP1 catalytic domain inhibitors, primary screen, biochemical, FRET, uHTS; Sentrin-specific protease 1 (Homo sapiens), Q9P0U3; recombinant SENP1 catalytic domain, CyPet-SUMO1-YPet FRET cleavage; inhibition, % at 10 µM; 360,000 tested, 0.21% active; AID 624204, 2012;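 active means inhibition at least 30% at 10 µM, raw YFP signal under a set limit, fluorescence ratio 0.5 to 1.5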;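 further: 0% = enzyme with DMSO and 100% = no enzyme wells; some results filed as inactive read as strong as hits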
Target sequence (Q9P0U3 419-644 limits assumed): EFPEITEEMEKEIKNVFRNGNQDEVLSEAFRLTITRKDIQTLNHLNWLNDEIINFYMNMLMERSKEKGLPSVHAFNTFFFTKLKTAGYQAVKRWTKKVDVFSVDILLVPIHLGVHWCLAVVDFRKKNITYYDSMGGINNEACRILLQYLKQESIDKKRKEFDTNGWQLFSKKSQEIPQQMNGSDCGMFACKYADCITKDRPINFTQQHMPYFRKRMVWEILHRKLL
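Controls: no-enzyme wells low, DMSO-plus-enzyme wells high control. Test system: human recombinant His6-tagged SENP1 catalytic domain enzyme. Reagent: SFCypet-SUMO1-SFYpet FRET protein substrate, 25 nM final. Doses: one dose per compound, 10 µM, 0.5% DMSO. Detection: FRET, CFP and YFP emission. Timing: 50 min reaction at room temperature.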
PfGluPho inh = PfG6PD enzyme inhibitors, primary screen, biochemical, fluorescence intensity, uHTS; inhibition, % at 20 µM; 350,000 tested, 0.78% active; PfGluPho enzyme, NADPH resazurin-diaphorase fluorescence;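 active means inhibition reaching at least a set limit at 20 µM in the primary screen, cut at about 59% in these data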;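 further: 0% = DMSO wells with substrate and 100% = DMSO wells lacking glucose-6-phosphate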
UBC13 inh = UBC13 polyubiquitin chain formation inhibitors, primary screen, biochemical, TR-FRET, uHTS | Ubiquitin-conjugating enzyme E2 N (Homo sapiens), P61088 | inhibition, % at 20 µM | 330,000 tested, 0.47% active | AID 485273, 2010; in the data active means inhibition above about 45%, passing the limit was not always enough
SENP6 inh = SENP6 protease inhibitors, primary screen, biochemical, luminescence, uHTS; 330,000 tested, 1.8% active; Recombinant SENP6 catalytic domain, aminoluciferin luminescence; Sentrin-specific protease 6 (Homo sapiens), Q9GZR1; inhibition, % at 10 µM;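 active means inhibition above about 50% at the single tested dose, limit read from the data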;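 further: plate controls were DMSO wells with enzyme for no effect and DMSO wells lacking enzyme for full effect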
Target sequence (Q9GZR1 628-1112 limits assumed): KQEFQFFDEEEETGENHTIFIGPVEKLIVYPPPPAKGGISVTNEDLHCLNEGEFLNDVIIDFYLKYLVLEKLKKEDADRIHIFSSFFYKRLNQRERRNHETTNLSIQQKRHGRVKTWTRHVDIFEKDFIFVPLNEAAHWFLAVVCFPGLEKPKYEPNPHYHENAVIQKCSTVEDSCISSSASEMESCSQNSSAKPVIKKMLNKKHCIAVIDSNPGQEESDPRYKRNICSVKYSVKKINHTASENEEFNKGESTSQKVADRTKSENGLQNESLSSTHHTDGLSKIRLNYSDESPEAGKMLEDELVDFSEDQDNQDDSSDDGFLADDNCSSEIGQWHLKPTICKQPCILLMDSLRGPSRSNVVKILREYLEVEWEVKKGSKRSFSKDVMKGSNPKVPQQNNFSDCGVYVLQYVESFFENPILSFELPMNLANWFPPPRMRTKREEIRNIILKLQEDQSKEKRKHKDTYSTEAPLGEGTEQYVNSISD
SENP8 block-2 = SENP8 protease inhibitors, primary screen, biochemical, luminescence | purified SENP8, Z-RLRGG-aminoluciferin cleavage | inhibition, % at 10 µM | 330,000 tested, 1.2% active | AID 2540, 2010; in the data active means inhibition above about 50%
Starred values were filed as active, the others as inactive; / = no result given; & = joins results of further samples.

Values in the order: beta cell repl | SENP7 block | SENP8 block-1 | HKDC1 inh | SENP1 inh | PfGluPho inh | UBC13 inh | SENP6 inh | SENP8 block-2
CC(C)(C)C(=O)OCc1nc(-c2ccc3c(c2)OCCO3)cs1
  -6 | 88* | 14 | -1 | 0 | 26 | 3 | 89* | 86*
CCCN1C2CCCC1CC(NC(=S)Nc1cc(C)ccc1C)C2 (stereo not drawn)
  7 | -11 | 9 | 0 | 2 | -16 | -12 | 0 | -11
Cc1cc(C)cc(NC(=O)c2cccn2-c2ncc(C(F)(F)F)cc2Cl)c1
  -2 | 0 | 13 | 16 | -1 | 9 | -11 | 12 | 12
CC(C)Cn1c(N)c(C(=O)COC(=O)c2cc(C(F)(F)F)nc3c(C(F)(F)F)cccc23)c(=O)n(C)c1=O
  -9 | -1 | / | / | / | / | 28 | -3 | 1
Cc1c(C(=O)O)sc2nc3n(c(=O)c12)CCCCC3
  0 | 5 | 27 | -5 | 0 | 6 | -3 | -8 | -4
COc1ccc(C(=O)Nc2cccc(C(C)=O)c2)c(OC)c1OC
  0 | 10 | 13 | -5 | 2 | 2 | 8 | -10 | -3
O=C(CNC(=O)c1cccs1)c1ccc(Br)cc1
  -2 | 4 | 15 | -7 | 2 | -5 | 9 | 27 | 5
O=C(Nc1ccc(C(=O)OC[C@@H]2CCCN3CCCC[C@H]23)cc1)c1cccc(Br)c1
  -6 | 3 | 0 | 3 | 2 | 1 | 22 | 3 | -5
Cc1cc(-c2ccccc2)nc2cc(C(=O)N(Cc3ccccc3)Cc3ccccc3)nn12
  -5 | 2 | -396 | -2 | -8 | 8 | -1 | 1 | 4
Cn1c(N)c(N2CCCCC2)c(=O)n(CC(=O)Nc2ccc(Cl)c(Cl)c2)c1=O
  -4 | 2 | 16 | 4 | 1 | 8 | -3 | -38 | -6
COCCNC(=O)C(NC(=O)C1CCC(C)CC1)C(C)C (stereo not drawn)
  1 | 1 | 19 | -5 | 2 | -11 | 21 | -31 | 0
O=C(CSc1nnc(NC(=O)c2cccc(Br)c2)s1)NCC1CCCO1 (stereo not drawn)
  -4 | 8 | -37 | -1 | 1 | 21 | -1 | -9 | -11
COc1ccc(C(=O)Nc2ccc(NC(=O)c3cccs3)cn2)cc1
  -1 | -4 | -9 | 9 | 12 | 6 | 1 | 20 | 6
Brc1ccc(-c2nn3c(Cc4ccccc4)nnc3s2)o1
  2 | -5 | -49 | -3 | -7 | -9 | -14 | -9 | -7
CCCNC(=O)Cn1cnc2sc(C(=O)N3CCCC(C(=O)OCC)C3)c(C)c2c1=O (stereo not drawn)
  -2 | 7 | 23 | -7 | 2 | 5 | -14 | -9 | -4

Only SENP1 inh, beta cell repl and SENP7 block, for three of the compounds above:
SMILES	SENP1 inh	beta cell repl	SENP7 block
Cc1c(C(=O)O)sc2nc3n(c(=O)c12)CCCCC3	0	0	5
COc1ccc(C(=O)Nc2cccc(C(C)=O)c2)c(OC)c1OC	2	0	10
O=C(CNC(=O)c1cccs1)c1ccc(Br)cc1	2	-2	4

3 entries from above, ordered by their value in PfGluPho inh, highest first:
smiles,SENP7 block,HKDC1 inh,SENP1 inh,PfGluPho inh,UBC13 inh,SENP6 inh,SENP8 block-2
O=C(CSc1nnc(NC(=O)c2cccc(Br)c2)s1)NCC1CCCO1 (stereo not drawn),8,-1,1,21,-1,-9,-11
COc1ccc(C(=O)Nc2ccc(NC(=O)c3cccs3)cn2)cc1,-4,9,12,6,1,20,6
O=C(Nc1ccc(C(=O)OC[C@@H]2CCCN3CCCC[C@H]23)cc1)c1cccc(Br)c1,3,3,2,1,22,3,-5

(cont.)
Values in the order: beta cell repl | SENP7 block | SENP8 block-1 | HKDC1 inh | SENP1 inh | PfGluPho inh | UBC13 inh | SENP6 inh | SENP8 block-2
CCOc1ccc(C2=Nc3ccc(Br)cc3C(c3ccc(N4CCOCC4)cc3)=NN2)cc1
  0 | -5 | -196 | -11 | 1 | 4 | -7 | -7 | -15
Cc1ccc(S(=O)(=O)NCC2COc3ccccc3O2)cc1 (stereo not drawn)
  0 | 12 | 10 | -2 | 1 | 4 | 8 | -6 | -1
O=C(CSc1nnc(-c2ccccc2F)o1)Nc1ccc(N2CCOCC2)cc1
  -4 | -3 | 2 | 2 | 0 | 5 | 2 | -6 | 3
COc1ccc(S(=O)(=O)c2c(O)cc(C)c(NS(=O)(=O)c3ccccc3)c2C)cc1
  / | / | 0 | -1 | 3 | -9 | / | / | /
O=c1ccccn1CCOc1ccc(Cl)cc1
  -2 | -19 | 15 | -2 | 3 | 5 | -17 | -21 | -20
COc1ccccc1OCCOc1ccc(/C=C2\C(=N)N3N=C(C)SC3=NC2=O)cc1
  -5 | -1 | 9 | 14 | -4 | -16 | -29 | 10 | 4
Nc1nnc(SCC(=O)NCCOc2ccccc2)s1
  -3 | -2 | 14 | 2 | -1 | -16 | -14 | -14 | 1
CN(CC1COCCO1)C(=O)c1cc(COc2c(F)cccc2F)on1 (stereo not drawn)
  -4 | -19 | 14 | -9 | 3 | -2 | -1 | -13 | 0
COc1ccc(CN2CCNC(=O)C2CC(=O)NCCSc2nccn2C)c(OC)c1 (stereo not drawn)
  3 | 7 | 1 | -1 | -7 | 8 | 15 | -17 | 0
O=C(Nc1cccc(F)c1)Nc1c[nH]c(=O)[nH]c1=O
  1 | 6 | 11 | -2 | -5 | -15 | 3 | -4 | 12
CN(C)CCN(Cc1cc2cc3c(cc2[nH]c1=O)OCCO3)C(=S)NCC1CCCO1 (stereo not drawn)
  -3 | 2 | -373 | -10 | -4 | 20 | 6 | 1 | 5
COC(=O)C1=C(C)NC(=O)NC1c1cc(Cl)ccc1OC (stereo not drawn)
  -2 | -5 | -356 | -1 | 0 | -3 | -2 | -8 | -6
O=C(NCc1ccccc1)C1CCCN1S(=O)(=O)c1ccc(F)cc1 (stereo not drawn)
  -3 | -5 | 8 | -3 | 2 | 9 | 2 | 2 | 4
CCN1CCN(Cc2ccc(NC(=O)c3ccc(C)c(NC(=O)C[C@@H]4NC(=O)[C@H](Cc5ccccc5)NC4=O)c3)cc2C(F)(F)F)CC1
  -4 | -17 | -13&14 | -10 | 1&-2 | 5&7 | 2 | -11 | -14
CCOC(=O)c1c(NC(=O)Cc2cccs2)sc(C)c1C
  -2 | -3 | -21 | -2 | -5 | 6 | 7 | -11 | -3

As entered above:
Value of Cc1ccc(S(=O)(=O)NCC2COc3ccccc3O2)cc1 (stereo not drawn) under PfGluPho inh: 4
Value of O=C(Nc1cccc(F)c1)Nc1c[nH]c(=O)[nH]c1=O under beta cell repl: 1

The listing continues:
Values in the order: beta cell repl | SENP7 block | SENP8 block-1 | HKDC1 inh | SENP1 inh | PfGluPho inh | UBC13 inh | SENP6 inh | SENP8 block-2
CCCOc1ccc(Oc2nc(-c3ccncc3)nc3ccccc23)cc1
  -4 | 12 | 8 | 5 | -2 | 24 | 8 | -16 | -5
CO/C([O-])=N/c1c[n+](-c2ccc(C)cc2)no1
  1 | 2 | 4 | -3 | 2 | -9 | -5 | -4 | -2
CCCOc1ccc(C(=O)CCC(=O)OCC(=O)N(CC)c2c(N)n(Cc3ccccc3)c(=O)[nH]c2=O)cc1
  / | / | 24 | -4 | -2 | 6 | / | / | /
COc1cccc(OCC(O)CN2CCN(CCO)CC2)c1 (stereo not drawn)
  0 | -10 | 18 | -5 | 1 | -4 | -10 | -2 | -7
CCCC(=O)N1CC(=O)Nc2ccc(C)cc2C1c1ccc(F)cc1 (stereo not drawn)
  0 | 12 | 3 | -5 | 2 | -4 | 2 | -6 | 1
Cc1cccc(NC(=O)CN(C)S(=O)(=O)c2cccs2)c1
  -2 | 0 | 4 | -2 | 0 | -4 | 7 | -2 | -113
CCC(c1nnnn1Cc1ccco1)N(CCc1ccccc1)Cc1cc2ccc(OC)cc2[nH]c1=O (stereo not drawn)
  -7 | -2 | -359 | 8 | -62 | 21 | 4 | -37 | -1
COC(=O)CSc1nnc(CSc2nc(C)cc(C)n2)n1Cc1ccco1
  -1 | 2 | 8 | -4 | -2 | -1 | 5 | 3 | -4
CCc1cc2cc3c(cc2nc1SCC(=O)Nc1nnc(C)s1)OCCO3
  4 | -6 | 0 | 8 | 0 | -12 | 21 | -9 | -8
COc1ccc(CCNc2nc3ccccc3n3nnnc23)cc1OC
  9 | 4 | -180 | -7 | -64 | 23 | 10 | -7 | 2
CCCCN(CC)Cc1ccc(CNC(=S)Nc2c(C)cc(C)cc2C)o1
  -3 | 2 | 21 | -6 | -4 | 41 | 0 | -23 | -9
CC(NC(=O)c1ccccc1)c1nnc(SCC(=O)NC2CCCC2)n1C (stereo not drawn)
  0 | -2 | 8 | -2 | 2 | -13 | -3 | 9 | -6
Cc1ccc(S(=O)(=O)N(C)C(=O)NC(=O)NS(=O)(=O)c2ccccc2)cc1
  1 | 4 | 21 | -9 | 1 | -5 | 6 | -1 | 4
O=c1c2[nH]c3ccccc3c2ncn1CCC1=CCCCC1
  0 | -3 | -34 | -2 | 2 | -4 | 8 | -14 | -6
O=C(O)c1ccc(CN(Cc2ccccc2)S(=O)(=O)c2ccc(Cl)cc2)cc1
  -1 | -10 | -4 | -3 | 0 | -1 | -3 | -34 | -4
Cc1ccc(C(=O)NNC(=O)CCN2C(=O)C3CCCCC3C2=O)cc1 (stereo not drawn)
  1 | -4 | 7 | -9 | 1 | 1 | 14 | -8 | -6
COC(=O)C1=C(C)NC(C)=C(C(=O)OC)C1c1ccc(N(C)C)cc1
  -1 | 0 | -68 | 9 | -1 | -17 | -15 | -15 | -5
Cc1[nH]c(C)c(S(=O)(=O)Nc2cccc(Cl)c2C)c1C(=O)N1CCCCC1
  5 | 3 | 10 | -1 | 2 | 9 | -5 | -13 | -6
